Compound activity deposited in PubChem BioAssay by NCI.
Growth percent in the NCI-60 one-dose screen (48 h, 10 µM unless noted): 100 = growth as untreated, 0 = no growth, -100 = all killed.
UACC-257: UACC-257 melanoma | hit rate 4.4% among 78,000
SK-MEL-2: SK-MEL-2 melanoma | hit rate 4.7% among 77,000 | AID 1794763
BT-549: BT-549 breast cancer; hit rate 4.4% among 78,000
SK-MEL-28: SK-MEL-28 melanoma; hit rate 4.1% among 81,000; AID 1794761
HS 578T: HS 578T breast cancer | AID 1794788 | hit rate 4.1% among 78,000
T-47D: T-47D breast cancer. hit rate 5% among 79,000. AID 1794792
UACC-62: UACC-62 melanoma; hit rate 5.4% among 81,000; AID 1794756
MALME-3M: MALME-3M melanoma. hit rate 5.8% among 78,000. AID 1794766
Active calls of the source: *; . = no result given; & = joins results of further samples. The calls were made as follows: active = growth percent below 10; inactive = the rest.

SMILES	UACC-257	SK-MEL-2	BT-549	SK-MEL-28	HS 578T	T-47D	UACC-62	MALME-3M
O=[N+]([O-])c1ccc([I+]c2ccccc2)cc1	29.7	-17.9*	.	-76.8*	1.0*	-20.0*	-17.6*	-0.3*
O=C1/C(=C/c2cccc([N+](=O)[O-])c2)Oc2ccc(O)cc21	101.2	104.8	86.4	102.7	99.5	88.2	86.0	99.1
CC(=O)OCCN1C(=O)c2ccccc2C1=O	104.8	94.4	.	103.8	153.9	103.2	111.3	103.7
COc1cc(-c2nn(C(=O)NS(=O)(=O)c3ccc(Cl)cc3)cc2-c2ccncc2)ccc1Cl	100.4	105.7	50.9	92.9	92.4	69.8	69.7	84.8
[O-]/[N+](=C\c1c(Cl)cccc1Cl)CC1(O)CCCCC1	92.9	110.7	117.7	107.5	107.5	102.7	105.2	114.4
Cc1ccc([C@@H]2C[C@@H]3Cc4cc(F)ccc4N2O3)s1	102.6	119.6	108.5	108.7	.	100.2	112.5	105.7
CC1(C)[C@@H](O)CC[C@]2(C)[C@H]3CC[C@@H]4[C@H]5[C@H](c6cn(-c7ccc(F)cc7)nn6)CC[C@]5(CO)CC[C@@]4(C)[C@]3(C)CC[C@@H]12	94.1	95.6	93.8	93.3	95.1	81.8	78.8	108.4
Nc1nc(-c2ccccc2)cc(-c2cnn(-c3ccccc3)n2)n1	105.7	105.5	94.0	101.6	90.4	84.8	86.0	113.0
CC(C)Nc1cc(-c2c[nH]c(C(=O)N[C@H](CO)c3cccc(Cl)c3)c2)c(Cl)cn1	-9.5*	.	57.3	5.2*	.	34.7	11.7	9.1*
O=c1cccc[nH]1	100.7&101.5	105.4&103.3	104.7&104.5	115.1&129.2	105.5&132.5	112.9&116.9	102.5&100.2	113.4&97.8
O=C1[C@H]2Cc3c([nH]c4ccccc34)[C@H](c3ccc(Cl)cc3)N2C(=O)CN1C1CCN(CC2CCCCC2)CC1	75.1	98.2	70.8	83.2	74.4	93.0	93.4	45.8
Cc1nn(-c2ccccc2)c2c1N=c1s/c(=C\c3ccc(Cl)cc3)c(=O)n1C(C)N2 (centres undefined)	73.6	91.4	92.6	114.1	108.3	87.4	80.9	104.9
C[N+](C)(C)C(=O)c1ccccc1	108.7	98.6	100.6	116.1	118.2	90.4	94.0	117.0
Cc1ccc2c(c1)C(N1CCCC1=O)CCN2Cc1ccc(Cl)cc1 (centres undefined)	101.8	92.4	86.6	100.1	90.2	74.1	61.9	68.5
CC(C)=NNC(=O)c1ccccc1	114.9	101.0	105.3	102.5	103.9	99.3	94.4	96.3
CCOC(=O)c1cc(C(=O)c2cc(OC)cc(OC)c2)n2ncccc12	37.6	19.3	18.4	71.2	31.5	32.9	26.2	47.1
CCCN=C1Nc2ccccc2C(=O)N2CCC[C@@H]12	96.0	95.7	97.8	112.9	94.3	88.3	102.1	92.1
Cc1c(CCO)c(=O)n2n1CCCC2	104.7	112.5	105.5	97.7	96.9	109.9	97.5	121.8
COc1cccc(/C=C/C(=O)c2cc3c(N)c(C(=O)Nc4cccc5ccccc45)sc3nc2C)c1	61.7	24.2	19.3	39.2	15.0	32.3	-18.3*	33.5
CC1(C)CC(=O)C2=C(C1)NC(=O)NC2c1ccc2c(c1)OCO2 (centres undefined)	101.7	104.2	109.0	110.8	113.5	105.6	107.2	100.5
C=CC(=O)OCCCCCCCCCCCC	.	93.5	87.1	100.1	112.3	82.4	105.6	98.3
O=C1/C(=C/c2ccc(O)c(O)c2)SC(=S)N1CCc1ccc(O)cc1	79.8	108.7	78.1	85.0	77.7	39.8	71.4	82.7
N#CCN1CCOCC1	103.6	111.7	113.7	105.9	102.7	87.5	97.5	93.7
CCCCCCCCCCCCN1CCCC(C)C1 (centres undefined)	88.3	89.6	78.1	90.0	99.8	74.6	107.7	106.9

Of the compounds above, these contain a nitro group on carbon:
SMILES	UACC-257	SK-MEL-2	BT-549	SK-MEL-28	HS 578T	T-47D	UACC-62	MALME-3M
O=[N+]([O-])c1ccc([I+]c2ccccc2)cc1	29.7	-17.9*	.	-76.8*	1.0*	-20.0*	-17.6*	-0.3*
O=C1/C(=C/c2cccc([N+](=O)[O-])c2)Oc2ccc(O)cc21	101.2	104.8	86.4	102.7	99.5	88.2	86.0	99.1

The results go on:
SMILES	UACC-257	SK-MEL-2	BT-549	SK-MEL-28	HS 578T	T-47D	UACC-62	MALME-3M
Cn1c(=O)c2c(nc(Oc3ccccc3)n2C)n(C)c1=O	107.4	109.6	129.1	120.2	120.3	122.1	94.3	129.4
CN1Cc2c(cc(CN3CCCCC3)n2C)C(c2ccc(Br)cc2)C1 (centres undefined)	13.4	113.8	83.1	54.3	76.3	.	-16.1*	22.8
COc1ccccc1/C=N/NC(=O)COc1ccc(NC(=O)Nc2ccc(Cl)cc2)cc1	93.0	104.7	106.7	104.4	.	100.7	92.4	95.0
COc1ccc(/C=C2\Oc3cc(O)ccc3C2=O)cc1	105.1	100.8	92.7	110.1	105.8	.	99.2	94.0
NS(=O)(=O)c1ccc(Nc2nc(N/N=C/c3ccc(N4CCOCC4)cc3)nc(Nc3ccccc3)n2)cc1	105.9	81.9	73.1	83.7	56.8	62.6	86.3	84.1
Nc1cc(N)c(N=Nc2ccc(S(=O)(=O)O)cc2)cc1N=Nc1ccc(-c2ccc(N=Nc3ccc(O)c(C(=O)O)c3)cc2)cc1	100.7	103.4	112.8	106.0	104.5	90.1	94.6	93.2
COc1ccc2c(c1)c(C(=O)c1nc(-c3cn(C)c4ccc(Cl)cc34)no1)cn2C	65.9	92.7	68.4	64.3	58.0	79.4	61.4	49.9
COc1cc(C=Nc2oc(-c3ccccc3)c(-c3ccccc3)c2C#N)cc(CN2CCOCC2)c1O	116.3	103.7	109.8	111.5	95.4	85.5	89.9	100.7
CCCCCCOC(=O)CC[C@@H](C)[C@H]1CC[C@H]2[C@@H]3[C@H](OC(=O)CCN)C[C@@H]4C[C@H](OC(=O)CCN)CC[C@]4(C)[C@H]3C[C@H](OC(=O)CCN)[C@]12C	.	95.8	119.7	88.5	122.6	94.8	103.8	99.7
CC12OC(c3ccccc3)C(C)(OC1c1ccccc1)O2 (centres undefined)	106.4	108.8	92.5	110.6	93.8	.	87.7	96.1
COC(=O)c1nc(-c2ccccc2)oc1S(=O)(=O)N1CCN(c2cccc(Cl)c2)CC1	80.2	90.0	71.0	88.3	85.7	66.2	79.7	100.1
O=C(Nc1ccc(-n2cc(-c3ccncc3)c(-c3ccc(O)c(Cl)c3)n2)cc1)c1ccc(Cl)c(Cl)c1	69.5	20.2	29.3	59.7	.	36.5	59.1	46.8
N#Cc1ncc(Br)c(NC2CCCCCC2)n1	95.0	103.6	98.4	103.6	107.2	90.8	95.5	145.1
C=CCn1c(-c2nc3ccc(C(=C(C#N)C#N)c4ccccc4)cc3[nH]2)cc2cc(-c3ccc(C(F)(F)F)cc3)ccc21	93.6	92.1	116.5	83.1	75.2	44.2	65.5	97.8
CCOC(=O)c1c(NCC(=O)Nc2ccc(Br)cc2)sc(C(C)=O)c1C	104.8	123.6	107.9	115.4	114.4	95.7	92.1	116.1
CCOC(=O)c1ccc(NC(=O)Nc2nc3ccccc3s2)cc1	98.7	100.7	96.4	98.1	85.4	102.6	106.7	70.3
COc1cc(/C=C/C(/C=C/c2cc(OC)c(OC)c(OC)c2)n2ccnc2)cc(OC)c1OC	75.6	81.0	83.4	100.5	77.2	77.5	68.2	93.8
NC1CCCc2ccccc21 (centres undefined)	118.6	95.3	103.8	103.5	121.2	107.9	98.4	106.3
COc1ccc(-c2nc(SCC(=O)N3CCN(c4cc5c(cc4F)c(=O)c(C(=O)O)cn5C4CC4)CC3)nc(Cl)c2C#N)cc1OC	100.4	111.5	103.0	104.8	99.0	104.3	87.0	105.3
Cc1ccccc1C(=O)c1ccccc1C(=O)O	.	123.6	105.6	109.4	106.4	106.7	103.6	108.9
CC1(C)CC(=O)C(C(c2ccc3c(c2)OCO3)C2C(=O)CC(C)(C)CC2=O)C(=O)C1	.	103.3	106.8	115.8	113.5	91.6	101.5	96.9
NC(=O)N/N=C/CSCc1ccccc1	87.1	99.2	97.6	107.8	101.4	86.8	97.9	97.0
C=CCNc1nc(-c2ccccc2)c(C2(O)C(=O)Nc3ccc([N+](=O)[O-])cc32)s1 (centres undefined)	.	101.4	93.1	103.3	88.2	111.0	93.5	91.6
COc1ccc(NC(=O)Nc2cccc(-c3nc(-c4ccc(NC(=O)c5cccnc5)cc4Cl)no3)c2)cc1	107.3	113.2	105.2	107.9	100.1	97.7	102.7	103.6

Reformatted in markdown: part of the list above.
| structure | UACC-257 | SK-MEL-2 | BT-549 | SK-MEL-28 | HS 578T | T-47D | UACC-62 | MALME-3M |
| --- | --- | --- | --- | --- | --- | --- | --- | --- |
| COc1cc(/C=C/C(/C=C/c2cc(OC)c(OC)c(OC)c2)n2ccnc2)cc(OC)c1OC | 75.6 | 81.0 | 83.4 | 100.5 | 77.2 | 77.5 | 68.2 | 93.8 |
| CCOC(=O)c1c(NCC(=O)Nc2ccc(Br)cc2)sc(C(C)=O)c1C | 104.8 | 123.6 | 107.9 | 115.4 | 114.4 | 95.7 | 92.1 | 116.1 |
| Cc1ccccc1C(=O)c1ccccc1C(=O)O | . | 123.6 | 105.6 | 109.4 | 106.4 | 106.7 | 103.6 | 108.9 |
| NC1CCCc2ccccc21 (centres undefined) | 118.6 | 95.3 | 103.8 | 103.5 | 121.2 | 107.9 | 98.4 | 106.3 |
| C=CCNc1nc(-c2ccccc2)c(C2(O)C(=O)Nc3ccc([N+](=O)[O-])cc32)s1 (centres undefined) | . | 101.4 | 93.1 | 103.3 | 88.2 | 111.0 | 93.5 | 91.6 |

Next part:
SMILES	UACC-257	SK-MEL-2	BT-549	SK-MEL-28	HS 578T	T-47D	UACC-62	MALME-3M
CCOC(=O)c1ccc(-n2cnc(-c3ccc([N+](=O)[O-])cc3)c2)cc1	90.1	124.5	95.5	104.5	94.1	93.3	102.8	.
COc1cc2c(cc1OCCCCCN1CCN(c3ncnc4ccccc34)CC1)N=CC1CCCN1C2=O (centres undefined)	.	1.3*	.	-14.6*	.	10.6	-90.4*	-59.0*
C/C(CC(=O)NNc1ccc([N+](=O)[O-])cc1)=N\Nc1ccc([N+](=O)[O-])cc1	99.6	110.5	99.6	114.0	86.2	50.0	9.1*	93.4
COc1ccc(C2=NN3C(C2)c2cc(Br)ccc2OC3c2ccncc2)cc1 (centres undefined)	86.2	97.5	76.6	105.4	89.4	69.1	71.5	94.0
O/N=C\c1ccc(/C=N/O)cc1	101.3	112.6	99.9	104.8	95.0	99.9	99.1	76.9
CN(C)CCCCNc1ccc(NCCCCN(C)C)c2c1C(=O)c1c(O)ccc(O)c1C2=O	99.5	98.2	92.0	112.4	92.0	97.1	103.6	130.0
CC1(C)OC1(C#N)c1ccccc1 (centres undefined)	92.2	102.1	103.4	110.7	98.7	116.1	92.1	104.8
Cc1ccccc1S(=O)(=O)n1cc(C(=O)C(=O)Nc2ccncc2)c2ccccc21	106.7	113.5	129.5	99.8	88.9	63.0	80.9	96.2
Cc1ccc(Cl)cc1N1CCN(C(=O)[C@H]2C[C@H]2c2ccc(F)cc2)CC1	93.0	93.2	91.4	103.2	90.0	77.8	75.5	93.5
CC(=O)CC(c1cccs1)c1c(-c2ccccc2)[nH]c2ccccc12 (centres undefined)	102.5	94.6	104.9	101.5	82.1	84.6	77.9	103.8
C(CCCCCN1CCOCC1)CCCCN1CCOCC1	108.7	.	.	111.8	97.5	105.6	110.6	105.3
O=C(N/N=C/c1ccc(Cl)cc1)c1ccc(C(F)(F)F)nc1Nc1cccc(C(F)(F)F)c1	20.0	25.8	9.3*	-2.0*	4.3*	3.7*	26.7	50.4
CCCC(=O)CC(=O)CC(C)C	102.7	106.4	102.3	116.8	114.2	.	105.3	86.5
C=C(C)CNCC(=C)C	84.0&99.3	98.3&111.2	85.3&107.9	111.8&117.1	92.8&110.2	93.5&100.9	97.4&104.2	99.6&101.7
O=C1C(=O)c2ccccc2C(O)=C1CC=C1CCCCC1	91.6	104.9	80.9	81.7	67.2	88.1	49.3	.
CCC(C)Nc1nc2c(c(=O)n(C)c(=O)n2C)n1C (centres undefined)	113.1	129.1	99.9	111.7	106.4	102.3	97.3	106.6
O=C(O)/C(=C/C=C/c1ccccc1)c1csc(-c2nc(/C(=C\C=C\c3ccccc3)C(=O)O)cs2)n1	97.8	108.7	83.1	115.0	103.8	97.0	101.1	107.1
c1ccc2sc(-c3nc4ccccc4s3)nc2c1	87.7	91.6	97.2	115.6	101.5	85.5	67.0	91.6
Nc1[nH]c(=S)[nH]c(=O)c1Br	91.6	103.4	102.8	108.7	105.0	93.4	96.3	103.5
COc1ccc2c(c1)oc1c3[nH]c4ccccc4c3c3c(c21)C(=O)N(O)C3=O	78.8	70.8	40.9	76.3	77.9	10.8	12.4	64.4
[N-]=[N+]=NCC1OC(n2cnc3c(NC(=O)Nc4ccccc4)ncnc32)C2OC(=O)CC12 (centres undefined)	121.9	90.7	104.2	117.6	111.7	103.3	106.7	96.9
CN1C(=O)NC(=C(Cl)Cl)/C1=N/S(=O)(=O)N1CCOCC1	96.8	103.8	115.9	112.7	102.0	105.8	94.6	107.9
CN(C)c1ncccc1O	112.0	94.3	89.5	103.5	108.1	92.6	105.2	95.3
CCOC(=O)CC(=O)c1ccc(C(=O)CC(=O)OCC)cc1	97.8	99.3	95.7	108.5	107.6	86.3	95.8	104.1
CC1=C(C#N)C2=NN3CC(c4ccccc4)=NC3=NN2C(c2ccccc2)=C1	94.9	103.3	92.6	104.9	90.7	80.6	80.4	92.2
O=C(O)c1cn(C2CC2)c2cc(N3CCN(C(=O)CCCN4C(=O)S/C(=C/c5ccc(F)cc5)C4=O)CC3)c(F)cc2c1=O	87.7	100.2	91.4	98.5	97.0	95.1	80.7	85.2
COC(=O)Cc1[nH]c(Cl)nc1C(=O)OC	99.9	112.1	101.5	115.9	109.1	105.2	97.4	113.5

No enrichment for hits, and some 10% of all compounds hit somewhere here.
